Screening results as filed in PubChem.
AID2073 = inhibitors of Mint1-CaV2.2 protein interaction, biochemical, HTRF (AID 2073). inhibition, % at 20 µM, or IC50 in µM where a hit was titrated. hit rate 0.19% among 290,000. HTRF protein-protein interaction, Mint1-CaV2.2; higher % means a stronger effect. Voltage-dependent N-type calcium channel subunit alpha-1B (Homo sapiens); in the data active means inhibition mostly above about 51%, no sharp cut-off; further: some results filed as inactive read as strong as hits
human PMI inhibitors = human PMI inhibitors, high substrate, primary screen, biochemical, fluorescence intensity, high mannose 6-phosphate (AID 1220); Mannose-6-phosphate isomerase (Homo sapiens); recombinant PMI enzyme, coupled fluorescence intensity; higher % means a stronger effect; inhibition, % at 20 µM; hits with a dose series show IC50 in µM; hit rate 0.66% among 190,000
SIAH1 antagonists = Siah-1 peptide-binding antagonists, primary screen, biochemical, fluorescence polarization, rhodamine-plectin, uHTS (AID 1817) | hit rate 0.02% among 290,000 | Siah-1 / rhodamine-plectin peptide fluorescence polarization; higher % means a stronger effect | E3 ubiquitin-protein ligase SIAH1 (Homo sapiens) | displacement, % at 20 µM, or IC50 in µM where a hit was titrated;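 active means displacement of at least 50% at 20 µM, with a fluorescence ratio check between 0.3 and a set limit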;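 further: plate controls were Siah plus tracer with DMSO for no effect and tracer alone without Siah for full effect; strong numbers were not always called active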
P. falciparum M17LAP = P. falciparum M17LAP inhibitors, primary screen, biochemical, fluorogenic H-Leu-NHMec substrate, 1536-well (AID 1619); Leucine aminopeptidase (Plasmodium falciparum (isolate 3D7)); recombinant M17LAP, H-Leu-NHMec fluorogenic kinetic assay; higher % means a stronger effect; inhibition, % at 30 µM, or IC50 in µM where a hit was titrated; hit rate 0.38% among 220,000;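 active means compound inhibiting the enzyme by more than half at any dose during confirmatory dose-response retesting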;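 further: plate controls were full reaction with DMSO carrier for no effect and no enzyme background for full effect; strong numbers were not always called active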
XIAP antagonists = XIAP antagonists, biochemical, IAP family, fluorescence polarization (AID 1018); XIAP BIR domain, fluorescence polarization peptide displacement; higher % means a stronger effect; displacement, % at 20 µM, or IC50 in µM where a hit was titrated; hit rate 0.007% among 200,000; in the data active means displacement above about 50%; further: a part of the inactive calls stands beside numbers as strong as those of hits
Dynein transport = inhibitors of GR-EGFP nuclear translocation, primary screen, dynein cargo transport inhibitor project, imaging, high-content, 3617.4 mouse cells. test concentration mostly 20 µM; stimulated with dexamethasone, 1 µM; active compounds read low. hit rate 0.47% among 220,000. z-score, hits read low;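 active means plate z-score of nuclear minus cytoplasmic receptor signal below a set negative limit, without overly bright fluorescence or cell loss, cut at about -3.5 in these data, passing the limit was not always enough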;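 further: z-score of nuclear minus cytoplasmic ring GR-EGFP intensity difference per well; some compounds called inactive have numbers as strong as hits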
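Buffer or medium: tet-free medium with charcoal-stripped serum / Also added: dexamethasone agonist, 1.0 µM final, for 30 min / Timing: induction 48 h, compound 1 h, agonist 30 min / Measured by: high-content fluorescence imaging after fixation / Read-out: nuclear-to-cytoplasmic GR-EGFP distribution per well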
PMI inhibitors = inhibitors of human PMI, primary screen, biochemical, fluorescence intensity, coupled assay (AID 1209) | inhibition, % at 20 µM; hits with a dose series show IC50 in µM | Mannose-6-phosphate isomerase (Homo sapiens) | hit rate 0.42% among 190,000 | purified PMI enzyme, coupled fluorescence intensity; higher % means a stronger effect;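 further: plate controls were DMSO vehicle for no effect and wells lacking substrate for full effect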
LYP phosphatase = inhibitors of LYP phosphatase, biochemical, fluorescence intensity, uHTS (AID 1779); recombinant LYP phosphatase, fluorescence intensity; higher % means a stronger effect; inhibition, % at 11.5 µM; hits with a dose series show IC50 in µM; hit rate 0.054% among 290,000;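 further: plate controls were vehicle with enzyme for no effect and no enzyme for full effect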
P. falciparum M1AAP = P. falciparum M1AAP inhibitors, biochemical, fluorogenic H-Leu-NHMec substrate, 1536-well (AID 1445); one-dose inhibition, % at 30 µM; IC50 in µM for titrated hits; recombinant M1AAP, H-Leu-NHMec fluorogenic kinetic assay; higher % means a stronger effect; Aminopeptidase N (Plasmodium falciparum (isolate 3D7)); hit rate 0.42% among 220,000;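 active means primary inhibition above the hit cutoff, then over 50% inhibition at one or more dose response concentrations, cut at about 23% in these data, passing the limit was not always enough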;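 further: plate controls were DMSO full reaction for no effect and no enzyme background for full effect; strong numbers were not always called active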
Dynein transport cytoplasmic EGFP = second read-out of Dynein transport, no call of its own (marks repeat the call); z-score; measured here: cytoplasmic GR-EGFP intensity; active compounds read high
Dynein transport nuclear GR-EGFP = second read-out of Dynein transport, no call of its own (marks repeat the call); z-score; measured here: nuclear GR-EGFP intensity;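 lower value marks the stronger effect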
Dynein transport cell count = second read-out of Dynein transport, no call of its own (marks repeat the call); z-score; measured here: cell count per field
An asterisk follows results filed as active; . = no result given. Unless noted, no stated cut-off is given here; in the data, active means inhibition above about 50%; inactive means the rest.

SMILES	AID2073	human PMI inhibitors	SIAH1 antagonists	P. falciparum M17LAP	XIAP antagonists	Dynein transport	Dynein transport cytoplasmic EGFP	Dynein transport nuclear GR-EGFP	Dynein transport cell count	PMI inhibitors	LYP phosphatase	P. falciparum M1AAP
COc1cc(/C=C2\SC(=S)N(N3CCOCC3)C2=O)ccc1O	41%	.	34%	0%	.	-1.3	-0.3	-0.32	3.1	.	1%	-11%
COc1ccccc1Nc1cc(C(=O)N2CCc3ccccc3C2)c2ccccc2n1	38%	8%	6%	10%	-4.5%	1.2	-0.16	0.95	-0.9	15%	5%	5%
O=C(CSc1nnc2scc(-c3ccc(Cl)cc3)n12)NCc1ccco1	-8%	-4%	-1%	9%	-11%	-0.91	-0.095	-0.38	1.2	2%	-3%	8%
CCOC(=O)COc1cccc2c(=O)n(CC(=O)NCCc3ccccc3)ccc12	6%	-1%	4%	4%	-0.8%	-0.86	-0.2	0.24	0.54	1%	-2%	1%
O=C(Cn1c(C(F)(F)F)nc2ccccc21)c1ccc(Cl)cc1	0%	5%	6%	-3%	-3.0%	0.069	-0.19	-0.27	0.38	6%	2%	4%
CC(=O)NNc1ncnc2c1cnn2-c1ccc(C)c(C)c1	10%	1%	3%	-4%	-3.4%	-0.77	-0.25	-0.63	0.4	3%	-8%	4%
O=C(c1sc2ccccc2c1Cl)N(Cc1ccccc1)C1CCS(=O)(=O)C1 (stereo unspecified)	14%	16%	0%	0%	-23%	0.56	-0.19	-0.32	0.13	20%	-4%	0%
Cc1cccc2c(N=Nc3ccc(S(=O)(=O)Nc4ccc(Cl)cc4)cc3[N+](=O)[O-])c(O)[nH]c12	47%	5%	9%	-4%	-1.6%	-0.12	-0.18	0.18	-0.18	6%	4%	1%
O=C(Nc1ccccc1)C1CC2CCCC(C1)C2=O (stereo unspecified)	20%	10%	-2%	-19%	-7.0%	-0.23	-0.19	0.061	0.2	18%	-5%	8%
NNC(=O)c1n[nH]c(=O)c2ccccc12	5%	.	19%	11%	.	-0.16	-0.21	0.35	0.8	.	-7%	8%
CN1CCN(CC(O)COc2ccc(Cl)cc2)CC1 (stereo unspecified)	-6%	-12%	0%	9%	-0.3%	-0.46	-0.16	-0.14	0.47	-8%	-10%	4%
CCCCc1ccc(/C=C(\C#N)C(N)=S)s1	4%	7%	11%	5%	0.6%	-1.3	-0.31	-0.51	0.85	7%	4%	15%
Cc1noc(C)c1COc1ccc(CC(=O)NC2CCCCCC2)cc1	-6%	9%	10%	-10%	-4.1%	0.36	-0.33	-0.34	0.2	0%	-6%	-8%
CN(C)c1cc[n+](CC(=O)N2CCCc3ccccc32)cc1	2%	-2%	1%	0%	-4.5%	0.91	-0.025	0.53	0.063	-4%	-2%	4%
CCCNC(=O)Cn1sc2nc(C)cc(C)c2c1=O	88%*	.	4%	-6%	.	-4.8*	3*	-2*	-0.94*	.	-4%	7%
O=c1c(Br)c(N2CCCC2)cnn1-c1ccccc1	3%	-12%	8%	13%	-12%	0.72	-0.21	0.53	-1.2	-17%	-4%	9%
Clc1cccc(CN2CCC(Cc3ccccc3)CC2)c1	-8%	-12%	2%	-1%	-8.6%	0.033	-0.15	0.74	0.24	-5%	-3%	-5%
O=C(NC1CCCC1)C(c1ccccc1)N(C(=O)c1ccno1)c1ccccc1 (stereo unspecified)	17%	0%	6%	16%	0.9%	0.12	-0.23	-0.051	0.68	4%	-4%	6%
CCc1ccc(/C([O-])=C(/C(=S)NCCN2CCOCC2)[n+]2ccccc2)cc1	9%	12%	-10%	0%	-5.0%	-0.18	-0.061	-0.077	-0.21	8%	-9%	3%
COC(=O)c1ccccc1NC(=O)COC(=O)c1ccco1	4%	4%	-4%	3%	-2.0%	0.086	-0.27	-0.0094	1.5	6%	-7%	5%
CCC12CN(S(=O)(=O)c3ccc(C)cc3)CC(CC)(CN(S(=O)(=O)c3ccc(C)cc3)C1)C2=O	6%	-8%	-2%	5%	-2.7%	-0.42	-0.26	-0.43	1.4	-7%	7%	-3%
O=C1C(NS(=O)(=O)c2cccs2)=C(N2CCN(c3cccc(Cl)c3)CC2)C(=O)c2ccccc21	2%	-57%	-2%	-2%	-6.2%	-1.8	-0.066	-0.81	0.76	-20%	-4%	10%
Clc1ccccc1-c1nnc2sc(-c3ccc(Br)o3)nn12	-4%	7%	0%	-14%	-4.4%	2.2	-0.19	1.4	-1.4	5%	3%	4%
Cc1ccc(/C=C/C(=O)O)cc1S(=O)(=O)N1CCC(Cc2ccccc2)CC1	1%	.	1%	-2%	.	-0.76	-0.19	0.26	-0.25	.	0%	3%
Cc1ccc(C(=O)N/C(=C/c2ccc(Cl)cc2)C(=O)NCC2CCCO2)cc1 (stereo unspecified)	-4%	4%	5%	-5%	-1.6%	0.25	-0.24	0.26	-0.61	11%	1%	-2%

Next part, starting with the last 3 of the part before.
SMILES	AID2073	human PMI inhibitors	SIAH1 antagonists	P. falciparum M17LAP	XIAP antagonists	Dynein transport	Dynein transport cytoplasmic EGFP	Dynein transport nuclear GR-EGFP	Dynein transport cell count	PMI inhibitors	LYP phosphatase	P. falciparum M1AAP
Clc1ccccc1-c1nnc2sc(-c3ccc(Br)o3)nn12	-4%	7%	0%	-14%	-4.4%	2.2	-0.19	1.4	-1.4	5%	3%	4%
Cc1ccc(/C=C/C(=O)O)cc1S(=O)(=O)N1CCC(Cc2ccccc2)CC1	1%	.	1%	-2%	.	-0.76	-0.19	0.26	-0.25	.	0%	3%
Cc1ccc(C(=O)N/C(=C/c2ccc(Cl)cc2)C(=O)NCC2CCCO2)cc1 (stereo unspecified)	-4%	4%	5%	-5%	-1.6%	0.25	-0.24	0.26	-0.61	11%	1%	-2%
Cc1onc(-c2c(F)cccc2Cl)c1C(=O)Nc1ccccc1N1CCOCC1	2%	.	1%	-5%	.	-0.37	-0.25	-0.18	0.075	.	-8%	0%
COc1ccc(CNc2ncnc3c2[nH]c2ccccc23)cc1	26%	.	-1%	1%	.	-0.77	-0.19	-0.39	-0.54	.	3%	5%
O=C(Nc1cc(Cl)cc(Cl)c1)c1ccc(Cn2c(=O)[nH]c3ccsc3c2=O)cc1	8%	-14%	18%	-8%	-0.9%	-0.76	-0.17	0.33	0.8	-10%	2%	2%
Cc1ccc(S(=O)(=O)NNC(=O)C2Cc3c(ccc4ccccc34)O2)cc1 (stereo unspecified)	-38%	-2%	-2%	-2%	-7.1%	0.31	-0.17	-0.14	-0.38	2%	-7%	4%
CC(C)C(c1nnnn1C1CCCCC1)N1CCN(c2ncccn2)CC1 (stereo unspecified)	-2%	8%	1%	4%	-3.5%	0.21	-0.2	-0.14	-0.12	9%	-9%	-3%
O=c1cc(-c2ccccc2)nc(N2CCCCC2)[nH]1	-1%	-39%	1%	4%	-0.2%	3.5	0.081	2.7	-2.6	-56%	-4%	6%
O=C(COc1ccc([N+](=O)[O-])cc1)NN=C1CCCC1	0%	0%	-5%	9%	-3.3%	1.2	-0.29	0.69	-1.1	-2%	-5%	12%
Cc1ccc(-c2nnn(CC(=O)Nc3ccccc3-c3ccccc3)n2)c(-n2cnnn2)c1	-1%	6%	0%	-10%	-0.4%	-0.064	-0.16	0.31	-0.88	8%	0%	-3%
CCCCNC(=O)COC(=O)c1cc(C)oc1C	6%	-7%	5%	-5%	-7.0%	-0.59	-0.29	0.2	-0.46	-8%	-10%	1%
O=C(CN(Cc1ccccc1F)C(=O)Cn1nnc(-c2cccs2)n1)NCC1CCCO1 (stereo unspecified)	0%	-6%	1%	14%	-3.5%	-0.23	-0.15	-0.19	0.073	1%	-9%	2%
Cc1cccc(-c2nc(CS(=O)CC(=O)NC3CCCC3)c(C)o2)c1 (stereo unspecified)	0%	4%	0%	17%	-3.2%	-0.58	-0.26	-0.18	0.73	3%	-4%	1%
O=C(O)c1cccc(Cn2c(Cl)c(/C=N/NC(=O)c3cccc(O)c3)sc2=O)c1	22%	.	-3%	34%	.	0.54	0.67	0.42	-0.93	.	7%	22%
COc1ccc(N2CCN(c3nc(Nc4ccc(F)cc4)nc(OC)n3)CC2)cc1	25%	3%	2%	-9%	-0.3%	-0.64	0.78	-0.11	0.33	6%	7%	-8%
O=C(CN(c1ccccc1)S(=O)(=O)c1ccccc1)Nc1ccccc1C(=O)NCc1ccco1	12%	11%	-1%	12%	-2.7%	-0.13	-0.26	-0.25	0.16	12%	-4%	-2%
CC(=O)c1c(C)nn(CC(O)Cn2c3c(c4cc(C)ccc42)CCCC3=O)c1C (stereo unspecified)	28%	8%	-2%	-9%	-2.1%	0.67	-0.25	0.69	-1.1	2%	-7%	8%
O=C(O)c1cc(Cl)c2c(c1)OCO2	-1%	.	0%	.	.	-0.32	-0.72	-0.38	-0.64	.	1%	.
COc1ccc(CCNC(=O)CN2C(=O)NC(C)(c3ccc([N+](=O)[O-])cc3)C2=O)cc1 (stereo unspecified)	0%	-1%	-6%	1%	-3.6%	-0.63	-0.21	-0.084	0.56	-8%	-4%	2%
O=C(CCn1c(=O)[nH]c2ccccc2c1=O)Nc1ccccc1	11%	-16%	1%	9%	-1.9%	-0.16	-0.21	0.093	0.25	-19%	2%	-4%
Nc1nc(NCCOCCO)nc(NCC2CCCO2)c1[N+](=O)[O-] (stereo unspecified)	22%	.	7%	42%	.	-0.21	0.23	0.085	0.92	.	-3%	5%
Cc1ccc(C(=O)C(C)N2C(=O)NC(C)(c3ccccc3)C2=O)cc1 (stereo unspecified)	-4%	12%	6%	12%	-2.2%	0.35	-0.17	0.082	0.15	15%	-2%	1%
CCCc1nc2c(=O)n(C)c(=O)[nH]c2n1C	-29%	21%	3%	-11%	-0.5%	-0.5	-0.25	0.4	0.46	20%	-4%	7%
N#Cc1cc(C(=O)c2ccccc2O)cn(-c2ccc(Cl)cc2)c1=O	-3%	21%	2%	-1%	-10%	1.1	-0.36	-0.079	-0.75	12%	-3%	1%
CC1=CC(C)(C)Nc2ccc(OC(=O)C(Cc3ccccc3)N3C(=O)C4CCCCC4C3=O)cc21 (stereo unspecified)	13%	26%	1%	4%	-8.9%	-0.8	0.011	-0.11	0.53	29%	8%	-2%
